LEDGF integ inh: blocks HIV-1 LEDGF/p75-dependent DNA integration; 370,000 compounds, 0.64% hits; AID 743269; inhibition, % at 3.7 µM; TR-FRET IN-LEDGF/p75 DNA integration, Eu/Cy5;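 active = inhibition above the screen-wide mean plus 3 SD, cut at about 13% in these data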;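 note: signal is the Cy5 over europium emission ratio at 671 and 618 nm; 0% = plate median of compound wells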
ADAM17 inh: inhibits human ADAM17; recombinant ADAM17, EDANS/DABCYL FRET peptide cleavage; inhibition, % at 6.95 µM; 370,000 compounds, 0.83% hits;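 active = inhibition above the mean of compounds lying between control limits plus 3 SD, set per campaign, cut at about 8.5% in these data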;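 note: 0% = DMSO-only wells as the low control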
ASAP1 inh: ASAP1 ArfGAP inhibition | inhibition, % at 16.5 µM | 360,000 compounds, 0.19% hits | ASAP1-stimulated ARF1 GTP hydrolysis, GDP FP detection; in the data active = inhibition above about 25%;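 note: 0% = vehicle with enzyme and substrate and 100% = no enzyme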
proKLK7 act: activates the human kallikrein-7 zymogen. P49862. purified proKLK7, EDANS-DABCYL substrate fluorescence; 100% is mature enzyme control, 0% vehicle. activation, % at 7 µM. 370,000 compounds, 0.9% hits. AID 652039;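 active = activation above the mean of all tested compounds plus 3 SD, computed per campaign excluding outliers beyond control limits, cut at about 13% in these data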
DDE Tn6 FP inh: disrupts Tn6 cyclic peptide binding to fibrin D-Dimer-E complex; Fibrin DD(E) TRITC-Tn6 fluorescence polarization displacement; inhibition, % at 8.3 µM; 370,000 compounds, 0.21% hits;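 active = inhibition above a per-campaign cutoff: mean of compounds within control limits plus 3 SD, cut at about 15% in these data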;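 note: 0% = median of all compound wells on the plate and 100% = blocking peptide control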
Target sequence (P02675 whole entry, looked up): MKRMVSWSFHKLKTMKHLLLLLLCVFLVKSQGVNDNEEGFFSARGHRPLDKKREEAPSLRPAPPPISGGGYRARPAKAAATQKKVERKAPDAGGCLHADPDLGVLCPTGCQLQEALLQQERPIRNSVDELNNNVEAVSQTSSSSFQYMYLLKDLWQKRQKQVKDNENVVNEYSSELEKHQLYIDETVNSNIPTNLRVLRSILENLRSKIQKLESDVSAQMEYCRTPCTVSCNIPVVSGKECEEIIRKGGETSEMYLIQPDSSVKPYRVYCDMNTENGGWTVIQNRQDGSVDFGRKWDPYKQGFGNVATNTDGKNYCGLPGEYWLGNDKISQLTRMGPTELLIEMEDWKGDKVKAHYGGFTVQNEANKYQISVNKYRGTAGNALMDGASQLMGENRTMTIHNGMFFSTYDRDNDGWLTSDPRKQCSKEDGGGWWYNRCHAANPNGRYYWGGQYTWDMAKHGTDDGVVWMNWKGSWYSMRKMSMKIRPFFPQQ
ADAM10 inh: inhibits human ADAM10 | O14672 | recombinant ADAM10, EDANS/DABCYL FRET peptide cleavage, 3 h | inhibition, % at 7 µM | 370,000 compounds, 0.62% hits;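 active = inhibition above a per-campaign cutoff equal to the mean of compounds falling between control-based bounds plus 3 SD, cut at about 20% in these data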;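 note: 0% = DMSO wells while the 100% control is not disclosed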
TDP2 absorb: TDP2 (human) inhibition, absorbance primary screen; O95551; recombinant TDP2, T5PNP hydrolysis, p-nitrophenol absorbance 415 nm; inhibition, % at 12.8 µM; 370,000 compounds, 0.34% hits; AID 720702;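 active = inhibition above the mean of all tested compounds plus 3 SD, set per campaign, cut at about 25% in these data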;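 note: 0% = DMSO with enzyme and 100% = buffer with substrate but no TDP2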
Target sequence (O95551 whole entry, looked up): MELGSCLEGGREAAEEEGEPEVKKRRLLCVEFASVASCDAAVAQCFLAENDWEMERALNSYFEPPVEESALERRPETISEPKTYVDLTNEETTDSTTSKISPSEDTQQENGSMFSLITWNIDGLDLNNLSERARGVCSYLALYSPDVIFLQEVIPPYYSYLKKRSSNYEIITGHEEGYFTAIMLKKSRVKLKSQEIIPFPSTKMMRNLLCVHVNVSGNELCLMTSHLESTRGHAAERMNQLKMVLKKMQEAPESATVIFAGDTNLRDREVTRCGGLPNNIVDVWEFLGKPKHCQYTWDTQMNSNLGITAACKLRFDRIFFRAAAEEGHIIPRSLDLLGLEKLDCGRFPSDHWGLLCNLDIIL
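System – recombinant human TDP2 · Amount – 120 nM TDP2 per well · Buffer or medium – Mg2+-containing Tris-HCl buffer, pH 7.5 · Reagent – T5PNP substrate, 5 mM · Dosing – 12.8 µM single point, 1% DMSO · Incubation – 2 h at 37 °C · Measured by – epi absorbance · Read-out basis – percent inhibition · Benchmarks – high control without enzyme, low control DMSO plus TDP2 · Repeats – singlicate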
ARFGAP1 inhibitor: inhibitors of rat ARFGAP1 | Q62848 | Arfgap1-stimulated ARF1 GTP hydrolysis, GDP FP detection | inhibition, % at 16.5 µM | 360,000 compounds, 0.26% hits | AID 651572;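 active = inhibition above a per-plate limit, mean inhibition of low control wells plus 3 SD, cut at about 25% in these data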;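 note: 0% = DMSO wells with enzyme and 100% = wells lacking Arfgap1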
Target sequence (Q62848 1-136 limits assumed): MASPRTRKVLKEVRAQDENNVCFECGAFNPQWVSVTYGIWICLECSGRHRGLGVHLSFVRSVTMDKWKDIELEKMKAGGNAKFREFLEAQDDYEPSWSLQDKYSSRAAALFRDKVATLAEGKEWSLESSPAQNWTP
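Repeats: one replicate per compound; assay system: rat Arfgap1 catalytic domain, aa 1-136; times: enzyme reaction 120 min at 25 °C after 20 min preincubation; detection: FP of antibody-bound GDP Alexa 633 tracer, ex 620/em 688 nm; benchmarks: high control wells lacking Arfgap1, low control full reaction with DMSO; reagent: human ARF1(Δ1-17)-GTP substrate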
PLC-gamma1 inh: inhibitors of human phospholipase C gamma1; P19174; purified PLC-gamma1, fluorogenic substrate, fluorescence; inhibition, % at 12.2 µM; 370,000 compounds, 0.84% hits; in the data active = inhibition above about 9.5%
Tn7 DDE FP: disrupts Tn7 cyclic peptide binding to fibrin D-Dimer-E complex; P02675; AID 720508; 370,000 compounds, 0.13% hits; FP displacement of FITC-Tn7 peptide from fibrin DD(E); 0% = median of compound wells per plate; inhibition, % at 8.3 µM;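 active = inhibition above the mean of compounds falling within the control limits plus 3 SD of them, cut at about 14% in these data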;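 note: 0% = plate median of compound wells and 100% = 10 µM Aha-Tn7 peptide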
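System: human fibrin DD(E); quantity: Fibrin-DD(E) at 2 µM final; also added: fluorescent Tn7 probe at 0.1 µM; compound dosing: single nominal test concentration of 8.3 µM per compound; schedule: 10 min preincubation, 3 h with tracer, room temperature; detection: fluorescence polarization of the labelled Tn7 tracer; repeats: one replicate per compound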
* marks the source's active call; other numbers are inactive results; i = inactive.

SMILES	LEDGF integ inh	ADAM17 inh	ASAP1 inh	proKLK7 act	DDE Tn6 FP inh	ADAM10 inh	TDP2 absorb	ARFGAP1 inhibitor	PLC-gamma1 inh	Tn7 DDE FP
CN(C(=O)c1ccccc1C(=O)OCC(=O)Nc1cccc(Br)c1)c1ccccc1	2	-1	18	-0.3	5	-3	1	7	2	0
COc1cc(-c2cc(NC(C)=O)c3ncc(-c4ccccc4)n3c2)cc(OC)c1OC	2	-9	-5	0.4	0	-38	6	15	-20	-1
COc1ccc(C2C(C(N)=O)=C(C)Nc3nc(CCCO)nn32)cc1 (stereo unspecified)	-3	-5	-6	-0.7	-3	-9	-8	4	-2	1
COc1cccc(NC(=O)Cn2c(-c3cncs3)nc3ccccc32)c1	2	-1	-8	0.1	2	-11	-3	-1	-2	4
CC1=CC(C)C(/C=N/n2cnnc2)C(C)C1 (stereo unspecified)	-1	-3	-4	-0.7	2	-2	5	-4	-1	2
COc1cc(OC)c(C(=O)NNC(=S)NC2CCCCC2)cc1OC	1	-2	13	0.6	2	-14	10	-3	-3	-3
CCOc1ccc(S(=O)(=O)N(CC)CC(=O)NC2CC2)cc1	-3	1	0	-0.5	8	3	-7	1	3	-5
Cc1ccc(C(=O)NNC2=Nc3cc([N+](=O)[O-])ccc3OC2)cc1	3	3	0	-0.2	-1	10	-11	4	5	-6
COc1ccc(Br)cc1/C=N/NC(=O)C(c1ccncc1)N1CCOCC1 (stereo unspecified)	4	0	4	1.1	-7	-5	-9	-4	3	-1
Cc1ccc(C)c(N2CCN(C(=O)CCC(=O)Nc3nnc(C(F)(F)F)s3)CC2)c1	3	1	1	0.0	5	8	3	8	-1	-9
O=S(=O)(NC1CC1)c1ccc(Cl)cc1F	-1	-3	-9	-0.4	10	-1	-4	-3	0	2
Cc1cc2cc(CNC(=O)CCC(=O)O)ccc2n1C	1	-7	9	-0.5	9	-19	-14	-10	-13	-5
COc1ccc(S(N)(=O)=O)cc1C(=O)OCC(=O)Nc1ncc(Cl)c(C)c1Cl	0	4	-2	-1.6	5	-10	-1	2	0	-6
COc1ccc(NC(=O)CC2(CC(=O)N3CCOCC3)CCCC2)cc1Cl	3	-1	1	0.1	2	-1	4	1	-2	-10
CC(=O)c1cc(C(=O)N2CCCC(C(=O)c3ccc(Cl)cc3)C2)cs1 (stereo unspecified)	-2	-4	5	-0.6	-1	4	3	8	0	2
CC(C)(C)NC(=O)CSc1nc2ccc(NC(=O)CSc3nnnn3Cc3ccccc3)cc2s1	-4	9.8*	18	0.4	-3	25*	-8	12	3	8
CCOc1ccc(S(=O)(=O)N2CCC(C(=O)NCc3ccco3)CC2)cc1C	-1	0	4	0.2	0	0	9	-2	-3	-2
Clc1ccc(N=NN2CCOCC2)cc1	-1	-6	18	-0.2	-9	-11	-16	10	1	-7
CN(C)c1cc(NC(=O)CN2CCCC2)c2ccccc2n1	3	-29	-8	-5.3	-4	-72	-1	1	-6	-8
Cc1cccc(C)c1NC(=O)C1(C)CCC(=O)N1c1cc(C(C)(C)C)nn1C (stereo unspecified)	4	-5	-9	0.0	-4	0	-4	-8	1	-5
COc1ccc(CCNC(=O)c2cc3ccccc3oc2=O)cc1	8	-2	-19	-0.1	-5	11	-11	-1	2	-2
CC1Sc2ccc(S(=O)(=O)N3CCC(C(=O)Nc4ccc(Cl)cc4)CC3)cc2NC1=O (stereo unspecified)	0	2	15	-0.6	6	16	4	7	4	8
CCOc1ccccc1C1CC(=O)NC2=C1C(=O)CC(C)(C)C2 (stereo unspecified)	0	-7	7	0.0	7	0	9	-1	9	-2
N#Cc1ccccc1NC(=S)Nc1ccc(F)cc1	0	-3	2	0.6	2	-7	-7	6	2	-1
O=C(CN1C(=O)C2C3C=CC(C3)C2C1=O)NCc1ccco1 (stereo unspecified)	-2	1	13	0.4	-6	-2	-9	15	4	-10
Cc1ccc(C2CC(c3cccs3)=NN2C(=O)c2ccc(Br)o2)cc1 (stereo unspecified)	1	-4	1	-3.6	-9	5	6	0	-34	-1
CC(C)Sc1nc2c(c(=O)n(C)c(=O)n2C)n1Cc1ccc(Cl)cc1	-1	1	-13	-0.5	5	-3	-9	-8	2	5
COc1ccc(NC(=O)COC(=O)CNC(=O)c2cccs2)cc1Cl	-1	0	-10	0.4	0	-1	7	-1	-1	4
Cc1ccc(C)c(Cn2cnc3c(oc4ccccc43)c2=O)c1	3	1	0	-0.6	1	12	-4	-5	2	2
OC(CNCCNc1ncccc1C(F)(F)F)Cn1ccc2ccccc21 (stereo unspecified)	-2	0	-3	-0.1	-2	0	-7	7	0	-5
CC1(C)CC(=O)C2=C(C1)Nc1ccccc1N(C(=O)C1CC1)C2c1ccco1 (stereo unspecified)	-2	-5	12	0.9	5	-32	-1	-4	-48	0
CCOc1ccc(OCC)c(NC(=O)CSc2nnc(-c3cccnc3)o2)c1	-2	-1	6	-0.4	-6	-8	2	2	4	3
O=C(Cc1cccc([N+](=O)[O-])c1)Nc1ccc(C(=O)N2CCOCC2)cc1	2	2	9	0.0	-2	-5	-5	9	0	-8
O=S(=O)(c1ccccc1)N1CCC2(CC1)OCCO2	1	0	-11	-0.3	0	1	9	5	2	2
Cc1ccc(C)c(NC(=O)c2cc(S(=O)(=O)N3CCCCC3)ccc2N2CCOCC2)c1	-2	2	6	0.7	-4	-3	-10	1	3	-11
O=C(NCCCn1ccnc1)c1cc2cc([N+](=O)[O-])ccc2oc1=O	-3	1	4	0.1	3	-5	-9	-1	1	-3
CN(C)CCSc1nc(O)c(-c2ccccc2)c(=O)n1-c1ccccc1	-6	-4	7	-0.1	3	-7	-8	-6	2	-4
Cc1cccc(-c2nc(CS(=O)CC(=O)NCCc3ccccc3)c(C)o2)c1 (stereo unspecified)	1	-5	-9	0.3	-1	2	17	18	-2	-6
O=C1c2ccccc2C(Nc2cccnc2)N1Cc1ccc2c(c1)OCO2 (stereo unspecified)	-3	0	-3	-0.4	0	-12	-5	5	1	-4
CN(C)C(CNC(=O)c1ccc(NS(=O)(=O)c2ccc(F)cc2)cc1)c1ccco1 (stereo unspecified)	2	-2	-9	-1.0	3	-8	27*	12	-1	-1
Cc1[nH]n(-c2ccccc2)c(=O)c1/C=N/N1CCOCC1	2	-2	3	0.1	9	-1	17	1	2	2
Cc1ccc(C(=O)N/C(=C\c2ccco2)C(=O)NCCCn2ccnc2)cc1	0	-3	0	0.0	-4	0	11	-4	-5	2
O=C(O)C1CC2CCC1CC2 (stereo unspecified)	-1	-4	12	-0.3	-8	-1	-3	6	0	-6
CCOc1ccc(C2C=C(c3ccc(F)cc3)Nc3ncnn32)cc1 (stereo unspecified)	3	-76	0	-2.3	3	-350	-1	-3	-153	1
CN1C(=S)SC(N(O)C(=O)Nc2cccc3ccccc23)C1(C)C (stereo unspecified)	2	-63	1	-22	-3	-205	9	-3	-98	-9
O=C1COc2ccc(C(=O)c3ccccc3)cc2CN1	50*	0	-7	0.9	9	-6	-7	1	0	0
CCOc1ccccc1NC1c2ccccc2C(=O)N1c1ccc(C)cn1 (stereo unspecified)	-2	0	7	1.2	0	-2	2	-14	-1	8
Cc1ccccc1N1CCN(c2ncnc3scc(-c4cccs4)c23)CC1	0	2	-8	-0.3	3	2	12	-13	1	0
Cc1ccc(S(=O)(=O)Nc2ccccc2-c2nc3ccccc3[nH]c2=O)cc1	1	-29	7	-13	4	-96	-1	6	-10	-4
CCCOC(=O)C1=C(C)NC2=C(C(=O)CCC2)C1c1ccc(N(C)C)cc1 (stereo unspecified)	-8	1	-1	0.4	-2	-11	-6	-9	-25	4

5 compounds out of the list above, sorted by the number in ARFGAP1 inhibitor, falling.
SMILES	LEDGF integ inh	ADAM17 inh	ASAP1 inh	proKLK7 act	DDE Tn6 FP inh	ADAM10 inh	TDP2 absorb	ARFGAP1 inhibitor	PLC-gamma1 inh	Tn7 DDE FP
O=C(O)C1CC2CCC1CC2 (stereo unspecified)	-1	-4	12	-0.3	-8	-1	-3	6	0	-6
CN1C(=S)SC(N(O)C(=O)Nc2cccc3ccccc23)C1(C)C (stereo unspecified)	2	-63	1	-22	-3	-205	9	-3	-98	-9
CCCOC(=O)C1=C(C)NC2=C(C(=O)CCC2)C1c1ccc(N(C)C)cc1 (stereo unspecified)	-8	1	-1	0.4	-2	-11	-6	-9	-25	4
Cc1ccccc1N1CCN(c2ncnc3scc(-c4cccs4)c23)CC1	0	2	-8	-0.3	3	2	12	-13	1	0
CCOc1ccccc1NC1c2ccccc2C(=O)N1c1ccc(C)cn1 (stereo unspecified)	-2	0	7	1.2	0	-2	2	-14	-1	8

Other records.
SMILES	LEDGF integ inh	ADAM17 inh	ASAP1 inh	proKLK7 act	DDE Tn6 FP inh	ADAM10 inh	TDP2 absorb	ARFGAP1 inhibitor	PLC-gamma1 inh	Tn7 DDE FP
O=C(CSc1nc2ccccc2c(=O)n1-c1ccccc1)c1c[nH]c2ccccc12	2	-2	11	0.1	-3	-2	2	9	-1	-2
CC1CCc2c(sc3nc(CSc4nnnn4C)[nH]c(=O)c23)C1 (stereo unspecified)	-3	-6	0	-0.2	-8	-5	0	4	-1	2
COc1ccc(C(=O)N/C(=C\c2cn(S(=O)(=O)N(C)C)c3ccccc23)C(=O)NCCN2CCOCC2)cc1OC	1	-2	-9	-0.1	4	-6	6	11	1	0
COc1ccc(CNC(=O)c2ccc(N(C)S(=O)(=O)c3ccc(C)cc3)cc2)cc1	-2	3	-1	-0.5	2	16	-8	10	-2	1
COc1ccc(-c2coc3cc(OC(C)=O)c(OC)cc3c2=O)cc1	-2	-83	-2	43*	1	-333	11	-2	-270	0
CCCCN(C(=O)CCCc1nc2ccccc2c(=O)[nH]1)c1c(N)n(CCCC)c(=O)[nH]c1=O	3	1	1	0.4	1	1	20	4	-2	-4
NS(=O)(=O)c1ccc(NC(=O)COC(=O)CCc2ccc(S(=O)(=O)N3CCOCC3)cc2)cc1	-3	-2	0	0.1	0	2	5	-1	3	-12
O=C(N/N=C/c1cccc(Oc2ccccc2)c1)c1ccccc1F	-1	-1	-7	0.8	2	8	7	17	0	4
COc1cc2c(cc1OC)CN(C(=O)CCC(=O)c1ccc(F)cc1)CC2	-5	-3	-16	1.1	-5	-23	2	-2	-11	10
COc1cccc(-c2cc(C(F)(F)F)c(C#N)c(=O)[nH]2)c1	0	i	-10	17*	2	i	8	-18	-422	7
O=C(Cn1cnc2cc([N+](=O)[O-])ccc2c1=O)Nc1cccc(S(=O)(=O)N2CCOCC2)c1	-1	-2	16	-0.5	-7	-11	-4	4	-7	7

Rows were taken by chance, and some 4.2% of all compounds hit somewhere here.
